# Bioassay records from PubChem BioAssay.
# V1aR counter = activates human V1a receptor in oxytocin agonist counter-screen. P37288. CHO-V1R cells, Fluo-8 calcium fluorescence, agonist mode; 0% DMSO, 100% 3 nM vasopressin. activation, % at 3 µM. actives 0.25% (n = 320,000). AID 2797;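 active means activation above the mean activation of all tested compounds plus 3 SD, per screening run, cut at about 20% in these data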;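 further: signal is peak over basal fluorescence ratio across a 100 second FLIPR read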
# CHO parental Ca = counter-screen: ATP calcium response change in parental CHO cells; parental CHO-K1, ATP-induced calcium, Fluo-8 fluorescence; inhibition, % at 5.6 µM; actives 0.63% (n = 330,000); AID 463079;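 active means inhibition above that plate's mean sample inhibition plus 3 SD, cut at about 26% in these data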;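 further: 0% = ATP-challenged DMSO wells and 100% = DMSO wells without ATP; some compounds past the cut are filed as inactive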
#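 Material: Parental CHO cells | Reagent: ATP | Compound dosing: Single nominal dose of 5.6 µM per compound | Detection: Intracellular calcium via Fluo-8 no-wash fluorescent dye | Read-out: % inhibition of ATP-induced calcium mobilization | Benchmarks: Low control ATP plus DMSO, high control DMSO only | Replicates: Singlicate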
# CHRM1 agonist = human M1 muscarinic receptor agonism; actives 0.33% (n = 360,000); CHO-K1 hM1, Fluo-8 calcium fluorescence, agonist mode; 0% DMSO, 100% acetylcholine EC100; activation, % at 3 µM;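 active means activation above the run's mean compound activation plus 3 SD, cut at about 16% in these data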;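 further: peak over basal fluorescence ratio within a 140 s kinetic read after compound addition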
# OXTR ag = activates the human oxytocin receptor | actives 0.32% (n = 320,000) | AID 2435 | CHO-OTR cells, Fluo-8 calcium fluorescence; normalized: DMSO 0%, oxytocin 100% | P30559 | activation, % at 3 µM;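 active means activation above the mean of all tested compounds plus 3 SD, cutoff set per screening run, cut at about 20% in these data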;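 further: peak over basal fluorescence ratio from a 100 s FLIPR kinetic read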
# Target sequence (P30559 whole entry, looked up): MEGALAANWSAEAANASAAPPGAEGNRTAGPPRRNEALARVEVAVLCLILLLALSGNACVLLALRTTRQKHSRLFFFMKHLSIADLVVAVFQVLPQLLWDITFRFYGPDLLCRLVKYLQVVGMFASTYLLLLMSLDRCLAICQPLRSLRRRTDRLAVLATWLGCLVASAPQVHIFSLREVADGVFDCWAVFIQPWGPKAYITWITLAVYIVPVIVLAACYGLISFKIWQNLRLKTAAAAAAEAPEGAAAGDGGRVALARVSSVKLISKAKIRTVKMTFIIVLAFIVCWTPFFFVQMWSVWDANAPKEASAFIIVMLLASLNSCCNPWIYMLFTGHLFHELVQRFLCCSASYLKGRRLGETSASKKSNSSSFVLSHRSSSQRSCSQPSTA
# OXTR potentiate = potentiators of human oxytocin receptor; P30559; CHO-OTR cells, Fluo-8 calcium fluorescence, potentiator mode; 0% = oxytocin EC15, 100% = EC100; activation, % at 3 µM; actives 0.061% (n = 320,000); AID 2445;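 active means activation above that plate's cutoff, the mean activation of tested compounds plus 3 SD, cut at about 6.6% in these data, passing the limit was not always enough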;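 further: 100% uses oxytocin at 75 nM as the full agonist control; some results filed as inactive read as strong as hits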
#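 Measured by – Fluo-8 calcium dye fluorescence · Test system – human OTR in CHO cells · Dosing – one concentration, 3.0 µM compound · Controls – EC15 oxytocin alone as 0%, 75 nM oxytocin as 100% · Evaluation – normalized max/min fluorescence ratio, % activation · Timing – 6 min pre-incubation, 100 s read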
# M1 antag = blocks human M1 muscarinic receptor. CHO-K1 hM1, Fluo-8 calcium fluorescence, ACh EC80 antagonist. inhibition, % at 3 µM. actives 1.3% (n = 360,000);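 active means percent inhibition above its own plate's cutoff, namely the mean of that plate's compound wells plus 3 SD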;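 further: peak over basal fluorescence ratio during 140 s after agonist addition; 0% = ACh EC80 plus DMSO and 100% = DMSO alone without agonist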
# TAAR1 ag = human TAAR1 agonism; Q96RJ0; CHO RD-HGA16 TAAR1, Fluo-8 calcium fluorescence; vehicle wells 0%, saturating PEA agonist 100%; activation, % at 3 µM; actives 0.99% (n = 360,000); AID 624467;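 active means activation above the mean activation of all test compounds in the run plus 3 SD, cut at about 38% in these data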
# Target sequence (Q96RJ0 whole entry, looked up): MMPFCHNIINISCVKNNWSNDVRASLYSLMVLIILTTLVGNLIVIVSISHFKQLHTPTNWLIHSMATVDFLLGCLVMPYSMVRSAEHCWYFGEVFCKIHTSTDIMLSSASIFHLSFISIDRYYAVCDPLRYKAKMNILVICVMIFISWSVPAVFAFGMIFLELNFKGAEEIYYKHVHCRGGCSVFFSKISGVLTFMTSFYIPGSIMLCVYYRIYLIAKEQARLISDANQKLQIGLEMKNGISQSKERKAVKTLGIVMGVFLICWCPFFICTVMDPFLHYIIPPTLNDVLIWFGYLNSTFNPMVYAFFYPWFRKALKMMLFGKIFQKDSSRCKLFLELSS
#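 Repeats: no replicates (n 1) | Material: CHO-derived RD-HGA16 cells with stable Gα16 and human TAAR1 | Technique: Kinetic Fluo-8 calcium fluorescence | Schedule: 17-24 h seeding, 75 min 37 °C dye, 30 min RT | Evaluation: % activation from peak over basal fluorescence ratio, DMSO-to-PEA scaled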
# CHRM1 PAM = human CHRM1 positive allosteric modulation | CHO-K1 hM1, Fluo-8 calcium fluorescence, ACh EC20; 0% = ACh EC20, 100% = maximal ACh | activation, % at 3 µM | actives 0.088% (n = 360,000) | AID 588819; in the data active means activation above about 19%, passing the limit was not always enough
# TAAR1 antag = human TAAR1 antagonism; Q96RJ0; CHO RD-HGA16 TAAR1, Fluo-8 calcium fluorescence, antagonist; inhibition, % at 3 µM; actives 1.5% (n = 360,000); AID 624466;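 active means inhibition above a per-plate cutoff, the mean inhibition of test compounds on that plate plus 3 SD, cut at about 49% in these data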;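 further: 0% = DMSO plus EC80 beta-PEA response and 100% = DMSO alone without agonist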
#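 test system = CHO RD-HGA16 cells bearing hTAAR1 | replication = singlicate | controls = DMSO-only wells and EC80 β-PEA-stimulated wells | reagent = EC80 β-phenethylamine stimulus | read-out basis = percent inhibition of PEA-evoked calcium signal, max/basal emission ratio | schedule = seeding 17-24 h prior, 75-min 37 °C, 30-min RT dye loading | signal = kinetic Fluo-8 calcium fluorescence measurement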
# * hit, by the source's call; · = not tested or not shown.
SMILES,V1aR counter,CHO parental Ca,CHRM1 agonist,OXTR ag,OXTR potentiate,M1 antag,TAAR1 ag,CHRM1 PAM,TAAR1 antag
COc1ccc(N2CCN(C(=O)c3cc(C)on3)CC2)cc1,2.3,1,1,0.5,-1,-20,1,14,-1
CN(Cc1ccccc1)c1ccc(C(=O)O)cc1[N+](=O)[O-],0.5,-7,-5,2.6,-1,-2,6,5,-2
COc1ccccc1-c1nc2ccccc2c(=O)n1NC(=O)c1cccs1,0.3,-17,-5,-0.6,-3,3,2,-2,-32
COc1ccccc1CN1CCN(C(c2ccccc2)c2ccccc2)CC1,-0.8,-25,-9,-2.1,-3,64*,4,-29,-18
O=C(CCn1c(=O)oc2ccccc21)NC1=NCCS1,0.8,-1,-3,0.8,5,-6,18,-2,-12
Cc1cccc(-n2nnc(C(=O)NCc3ccco3)c2N)c1,0.2,-3,2,-0.7,-14,-8,5,10,-7
O=C(CNC(=O)c1ccco1)N=Nc1c(O)n(CCc2ccccc2)c2ccccc12,-1.2,-17,-6,-2.3,-10,-9,0,3,-14
CCc1cc2c(=O)nc3n(c2s1)Cc1ccccc1/C3=C(/O)c1ccc(F)cc1,1.7,-4,-4,-0.6,3,1,12,-8,0
COc1ccc(C(O)c2ncc(-c3ccccc3)[nH]2)cc1 (configuration not stated),·,·,0,·,·,3,0,9,-14
COc1ccc(Cc2nc(-c3ccccn3)no2)cc1,0.8,-6,-4,0.4,-2,-22,4,5,0
CC(C(=O)Nc1ccccc1Sc1ccccc1)N(c1ccccc1)S(C)(=O)=O (configuration not stated),1.0,-28,-3,-1.2,-9,-4,9,5,11
CCN(CC)S(=O)(=O)c1cc(C(=O)OCC(=O)Nc2c(F)cccc2F)ccc1F,7.2,-15,-3,3.9,-8,-5,6,3,-6
CC1CC(C)CN(C(=O)CSc2nc3ccsc3c(=O)n2Cc2ccccn2)C1 (configuration not stated),-0.4,-21,-7,-1.4,-7,-6,6,0,11
CCCOc1ccc2c(c1)C(=NN=C(N)N)c1cc(OCCC)ccc1-2,0.3,1,-1,2.0,-1,-5,10,4,-5
COC(=O)c1cc(CNC(=O)CCCSc2ccccc2)ccc1OC,·,·,-5,·,·,4,-2,-3,9
OC(COc1ccc2ccccc2c1Cl)CN1CCOCC1 (configuration not stated),2.0,-6,-2,1.5,-12,-33,5,8,9
COc1ccc(C(=O)NC(=S)Nc2ccc3[nH]c(=O)[nH]c3c2)c(OC)c1,0.0,-12,-1,0.4,-6,-9,0,6,-2
Cc1ccc(C(=O)OCC(=O)NCc2ccco2)cc1S(=O)(=O)N1CCOCC1,0.9,-3,-3,-1.1,-4,-11,0,7,1
OC(COc1ccccc1)CN1CCN(c2ccccc2)CC1 (configuration not stated),·,·,-7,·,·,-1,3,0,-5
Cc1nn(C)c(C(=O)NNC(=S)NCC(C)C)c1Cl,2.5,-3,0,0.5,-12,-8,2,7,-27
Cc1sc2nc(C3CC3)nc(SCC(=O)NCc3ccco3)c2c1C,-1.0,-37,-11,-2.1,-8,1,11,-8,11
O=C(CNC(=O)C1CCCCC1)Nc1ccccc1,0.3,-6,1,0.0,0,11,3,-6,-7
NS(=O)(=O)c1ccc(NC(=O)C2CCCO2)cc1 (configuration not stated),0.0,-10,·,-0.3,-6,·,9,·,-7
COc1cc(OC)cc(C(=O)NC(C)CCc2ccccc2)c1 (configuration not stated),-0.3,-12,-1,-2.2,3,-14,-1,14,-5
CCC(C)(C)NC(=O)C(NS(=O)(=O)c1cccs1)c1ccccc1 (configuration not stated),-0.4,-14,3,-1.1,-7,-7,0,16,3

# 3 compounds drawn at random from the list so far, as already listed:
SMILES,V1aR counter,CHO parental Ca,CHRM1 agonist,OXTR ag,OXTR potentiate,M1 antag,TAAR1 ag,CHRM1 PAM,TAAR1 antag
COc1ccc(C(O)c2ncc(-c3ccccc3)[nH]2)cc1 (configuration not stated),·,·,0,·,·,3,0,9,-14
O=C(CCn1c(=O)oc2ccccc21)NC1=NCCS1,0.8,-1,-3,0.8,5,-6,18,-2,-12
O=C(CNC(=O)c1ccco1)N=Nc1c(O)n(CCc2ccccc2)c2ccccc12,-1.2,-17,-6,-2.3,-10,-9,0,3,-14

# The list goes on:
SMILES,V1aR counter,CHO parental Ca,CHRM1 agonist,OXTR ag,OXTR potentiate,M1 antag,TAAR1 ag,CHRM1 PAM,TAAR1 antag
C[C@@H](C(=O)NNC(=O)c1ccc(Cl)cc1)N1C(=O)C2CC=CCC2C1=O (some centres not stated),0.4,-14,1,0.3,9,-9,0,10,-21
CCn1c(SCC(=O)Nc2cc(C)on2)nnc1-c1ccccc1,-1.1,-11,-2,-1.0,2,-4,10,3,-6
C=CCn1c(SCC(=O)c2ccc(F)cc2)nnc1-c1ccc2c(c1)OCO2,3.4,-16,-7,0.7,-1,-10,1,14,14
Cc1cccc(-c2nn(-c3ccccc3)cc2C(=O)N2CCN(C3CCS(=O)(=O)C3)CC2)c1 (configuration not stated),2.0,-8,-3,1.0,-1,4,1,-1,17
COc1cc(/C=C/C(=O)OCC(=O)N2c3ccccc3CC2C)cc(OC)c1OC (configuration not stated),6.8,-23,-5,-1.0,0,-5,4,3,-4
Cc1cccc(Nc2nc(N)nc(CCl)n2)c1,-0.4,-15,-5,-1.5,-5,-9,-1,9,-11
CS(=O)(=O)N(CC(=O)O)c1ccc(C23CC4CC(CC(C4)C2)C3)cc1,0.6,-3,-2,0.1,-4,-11,6,6,-21
COc1ccc(CNC(=O)C2CCN(S(=O)(=O)c3ccc4c(c3)N(C(C)=O)CCO4)CC2)cc1,-0.8,-12,-3,0.4,-3,-7,6,1,-21
COc1ccc(NS(=O)(=O)c2cccc(C(=O)N3CCOCC3)c2)cc1,·,·,3,·,·,-22,0,19,-4
CCOC(=O)CSc1nnc(CNC(=O)c2ccc([N+](=O)[O-])cc2)n1C,0.7,9,-3,0.0,-13,-15,3,16,-3
O=C(CCN1N=C(c2ccccc2)CCC1=O)NCCCN1CCOCC1,-0.4,9,-6,-0.1,-10,-8,1,4,-6
COCc1ccc([C@@H]2C[C@H]3CN(Cc4cccnc4)C(=O)[C@]34CCCN24)o1,0.8,-14,-7,0.3,-2,-5,1,1,-32
COc1ccccc1C(NC(=O)C1CCN(CCc2ccc(Br)cc2)CC1)c1ccccn1 (configuration not stated),·,·,-9,·,·,-11,2,7,-22
CCCOc1ccc(C(=O)NNC(=S)NC(=O)c2ccccc2)cc1,115*,56*,115*,101*,-27,69*,161*,-38,106*
CCCCN(C(=O)c1[nH]c(C)c(C(C)=O)c1C)c1c(N)n(CCCC)c(=O)[nH]c1=O,-0.6,-2,-2,0.2,6,-7,1,8,2
Cc1cc(C(=O)CSc2nnc(-c3cccnc3)n2-c2ccccc2F)c(C)n1C,1.9,-6,-3,0.5,-3,4,7,5,5
CCOc1c2ccc(C(=O)NCCCCc3ccccc3)cc2nn1CC,0.5,-14,-7,-0.5,-7,8,15,-7,4
O=C(Cc1ccc(NC(=O)C2CCN(C(=O)C3CCC3)CC2)cc1)Nc1ccc(C(=O)N2CCOCC2)cc1,·,·,-4,·,·,-3,1,0,-7
CCCCNC(=O)CCn1c(=S)[nH]c2cc3c(cc2c1=O)OCO3,-1.2,-1,-4,-0.2,1,-2,9,7,17
O=C(N/N=C/c1cccc(Cl)c1)C1CCCC1,-0.3,-9,-3,-1.2,-3,-6,0,3,-3
S=c1[nH]nc(COc2ccc(Cl)cc2)n1Cc1ccco1,2.8,-1,-10,2.4,-8,2,7,-6,-8
COc1ccc(C)cc1NC(=O)c1cccc(C(=O)Nc2cc(C)ccc2OC)c1,-0.8,-23,0,-1.2,-21,-18,-2,13,15
CCOC(=O)C(NC(C)=O)(Nc1ccc(S(=O)(=O)Nc2ccncn2)cc1)C(F)(F)F (configuration not stated),0.4,-14,-2,-0.2,-3,11,4,-4,5
O=C(COc1ccc(Cl)cc1)NNC(=O)c1ccc(=O)[nH]c1,0.5,8,-3,0.3,5,-9,0,4,0
COc1ccccc1/C=C1\SC(=S)N(CC(=O)NC2CCS(=O)(=O)C2)C1=O (configuration not stated),1.4,-12,-2,1.8,-4,-15,2,6,-9

# Records above marked active in M1 antag:
SMILES | CHRM1 agonist | M1 antag | CHRM1 PAM
COc1ccccc1CN1CCN(C(c2ccccc2)c2ccccc2)CC1 | -9 | 64* | -29
CCCOc1ccc(C(=O)NNC(=S)NC(=O)c2ccccc2)cc1 | 115* | 69* | -38

# Of the compounds above, two contain a COOH group.
SMILES,V1aR counter,CHO parental Ca,CHRM1 agonist,OXTR ag,OXTR potentiate,M1 antag,TAAR1 ag,CHRM1 PAM,TAAR1 antag
CN(Cc1ccccc1)c1ccc(C(=O)O)cc1[N+](=O)[O-],0.5,-7,-5,2.6,-1,-2,6,5,-2
CS(=O)(=O)N(CC(=O)O)c1ccc(C23CC4CC(CC(C4)C2)C3)cc1,0.6,-3,-2,0.1,-4,-11,6,6,-21

# (next part)
SMILES,V1aR counter,CHO parental Ca,CHRM1 agonist,OXTR ag,OXTR potentiate,M1 antag,TAAR1 ag,CHRM1 PAM,TAAR1 antag
COc1ccc(CCC(=O)NNC(=O)c2cc(Cl)ccc2OC)cc1,0.9,-7,-1,1.6,-2,-1,12,5,-11
CS(=O)(=O)c1ccccc1C(=O)Nc1nc2ccccc2[nH]1,0.1,-13,-4,0.8,15,-12,4,8,-18
CS(=O)(=O)c1ccc(C(=O)Nc2cc(-c3ccccc3)nn2-c2ccccc2)cc1,7.3,-10,-1,4.9,-11,-1,5,5,21
Cc1ccc(-c2nc(CSc3nc4ccccc4c(=O)n3CCO)cs2)cc1,-0.5,-26,-7,-1.7,-14,8,1,-7,1
Cc1ccc(NC(=O)CSCc2cc(=O)n3ccsc3n2)cc1,0.7,-7,-1,0.1,-1,-18,·,10,·
O=C(CNc1cccc(S(=O)(=O)N2CCOCC2)c1)Nc1cccc(Br)c1,6.2,-19,1,5.7,-13,5,15,-5,30

# Outcome played no part in choosing rows; any-hit rate near 3.7%.
